GAA glycogen mod – GAA glycogen-cleavage inhibition or activation | P10253 | recombinant GAA, glycogen substrate, Amplex Red glucose oxidase fluorescence | Potency, µM (series often up to 76.4 µM), for the others: at the top dose activity change, negative = inhibition, actives largely listed as inhibitors | hit rate 0.38% among 300,000 | AID 2100;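 further: potency means the concentration at half of the fitted maximal effect; 0% = full enzyme reaction and -100% = no-enzyme basal signal; the screen sought inhibitors and activators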
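qHTS, 1536-well; enzyme 4 nM final; cpd up to 77 uM; substrate bovine liver glycogen 30 ug; 50 mM citrate/phosphate pH 5.0, 0.01% Tween-20; 37 C, 40 min; Amplex Red detection 45 min RT; Hill fit → AC50.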
Lamin A splicing – changes lamin A minigene splicing in HeLa cells | hit rate 0.01% among 200,000 | HeLa LMNA splicing GFP/RFP minigene ratio, 48 h | Potency, µM (series often up to 46.1 µM), for inactives: at the top dose ratio change, negative = inhibition, usual class: inhibitors; active means well fitted inhibition curve with a large enough effect in the signal ratio, with a control signal flat, not every such curve was filed as active; inconclusive means small, poorly fitted or top-dose-only effect, or effect the other way, or a change in a side signal; the % refers to the signal ratio; further: potency means the concentration at half of the fitted maximal effect; on the % scale 0 is the no-effect control and ±100 the full control effect
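Read-out is the ratio of GFP to DsRed2 object intensity, acquired by 488 nm laser-scanning cytometry on HeLa lamin A-EGFP minigene reporter cells. Compound incubation 48 hrs at 37 °C in Opti-MEM with 2% FBS; DMSO 0.5% final.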
HTT cytoprotect – Huntington cell model cytoprotection by ATP luminescence; PC12 HTT-Q103 induced, cytoprotection, ATP luminescence, 40 h; Potency, µM (series often up to 56.4 µM), without a hit: cytoprotection (ATP increase), usual class: activators; hit rate 0.14% among 230,000;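 further: potency means the concentration at half of the fitted maximal effect; % of control where 0% means no effect; nearly all actives have a fitted effect of over 45% in size; toxic huntingtin expression switched on by the ecdysone agonist tebufenozide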
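Stable PC12 Q103-GFP cells in serum-supplemented, phenol red-free DMEM; induction by tebufenozide at 100 nM final; compound dose series; cell viability quantified luminescently from ATP.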
HTT aggregate – mutant huntingtin aggregation inhibition; PC12 HttQ103-GFP aggregates, Acumen cytometry, 40 h; Potency, µM (series often up to 46.1 µM), inactives show at the top dose activity change, negative = inhibition, most hits filed as inhibitors; hit rate 1.1% among 220,000; further: potency means the concentration at half of the fitted maximal effect; on the % scale 0 is the no-effect control and ±100 the full control effect; nearly all actives have a fitted effect of over 60% in size
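PC12 cells stably carrying ecdysone-inducible HTT exon 1 Q103–GFP were induced with tebufenozide (100 nM final) and treated with library compounds in titration. GFP aggregates in lysates were counted by laser scanning cytometry.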
aGlu spleen mod – lysosomal alpha-glucosidase (human) modulation | human spleen homogenate, 4-MU-alpha-glucoside fluorescence | P10253 | AID 2112 | Potency, µM (titrated, usually from 79.9 µM), without a hit: at the highest dose activity change, negative = inhibition, most hits filed as inhibitors | hit rate 0.006% among 240,000;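 further: potency means the concentration at half of the fitted maximal effect; 0% = enzyme with vehicle and -100% = no enzyme basal signal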
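Compounds were titrated against alpha-glucosidase in spleen homogenate at pH 5.0, with 1 mM 4-methylumbelliferyl substrate for 40 min at 37 C. Reactions were quenched with pH 10 NaOH/glycine and fluorescence measured.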
GAA inhib – inhibitors of human lysosomal alpha-glucosidase | purified human GAA, 4-MU-alpha-glucoside fluorescence | AID 1466 | hit rate 0.005% among 200,000 | Potency, µM (doses to about 76.9 µM), for the others: top-dose activity change, negative = inhibition, actives largely listed as inhibitors;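 further: potency means the concentration at half of the fitted maximal effect; plate controls were uninhibited enzyme wells for no effect and no-enzyme background for full effect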
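Human enzyme at 4 nM with 400 uM 4-methylumbelliferyl-alpha-D-pyranoside, citrate/phosphate buffer pH 5.0, 0.005% Tween-20, 20 min at room temperature. Compounds up to 77 uM. 4-MU fluorescence (Ex 365/Em 440) read after NaOH/glycine stop; AC50 from Hill fit.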
CBFb RUNX1 block – inhibitors of human CBF-beta and RUNX1 interaction. AlphaScreen CBFb-His/RUNX1-biotin binding, biochemical. Potency, µM (doses to about 59.8 µM), without a hit: at the top dose activity, negative = inhibition, most hits filed as inhibitors. 230,000 tested, under 10 active. AID 1477; further: % of control where 0% means no effect
Target sequence (Q01196 whole entry, looked up): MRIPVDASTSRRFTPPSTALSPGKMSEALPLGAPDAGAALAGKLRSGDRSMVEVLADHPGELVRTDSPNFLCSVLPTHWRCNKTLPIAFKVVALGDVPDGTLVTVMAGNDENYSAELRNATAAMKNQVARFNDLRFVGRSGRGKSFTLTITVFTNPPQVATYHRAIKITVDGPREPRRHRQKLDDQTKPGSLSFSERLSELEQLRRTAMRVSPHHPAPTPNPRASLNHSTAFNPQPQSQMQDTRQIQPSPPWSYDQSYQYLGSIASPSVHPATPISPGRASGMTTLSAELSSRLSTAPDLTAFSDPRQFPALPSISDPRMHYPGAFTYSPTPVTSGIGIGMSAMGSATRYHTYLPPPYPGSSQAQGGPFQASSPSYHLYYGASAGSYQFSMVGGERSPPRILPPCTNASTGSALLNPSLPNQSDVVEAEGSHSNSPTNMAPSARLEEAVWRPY
Target sequence (Q13951 whole entry, looked up): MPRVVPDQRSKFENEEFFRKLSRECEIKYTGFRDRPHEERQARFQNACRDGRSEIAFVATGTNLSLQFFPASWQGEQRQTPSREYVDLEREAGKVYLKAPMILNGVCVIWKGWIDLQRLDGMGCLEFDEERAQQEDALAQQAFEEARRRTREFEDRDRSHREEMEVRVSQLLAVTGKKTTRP
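Bead-based AlphaScreen assay; binding partners His-tagged CBF-beta and biotinylated RUNX1 at 30 nM each. Compound exposure 15 min after a 20-min protein preincubation; bead step 90 min; all steps at room temperature.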
Starred values were filed as active, the others as inactive; ? = inconclusive; · = no result given; [ ] = remark or other dose. Unless noted, the call rests on the fitted dose curve; in most records, active means well fitted curve in the direction sought with a large enough effect; inconclusive means small, poorly fitted or top-dose-only effect, or another doubt; inactive means no such curve, though single readings can be large; an effect the other way counts as inactive or inconclusive. This is a random part of the collection; any-hit rate near 1.5%.

SMILES	GAA glycogen mod	Lamin A splicing	HTT cytoprotect	HTT aggregate	aGlu spleen mod	GAA inhib	CBFb RUNX1 block
Cc1ccc(O)c(NC(=O)CN(C)S(=O)(=O)c2ccc(Cl)cc2)c1	?	·	26%[10 µM]	25%[9.22 µM]	2%	·	5%
COc1ccc(-c2cnnc(N/N=C/c3ccc(OC)c(OC)c3)n2)cc1	1%	-9%	-32%[10 µM]	-4%	5%	4%	?
CCc1ccc(OCC(=O)Nc2cc(S(=O)(=O)CC)ccc2O)cc1	4%	?	4%	19%	0%	8%	0%
COc1ccc2cc3cc(C(=O)NCc4ccccn4)oc3nc2c1	-17%	-4%	1%	-5%	-9%	?	-4%
O=C(CCC1CCCCC1)Nc1ccccc1-c1ccccc1	1%	17%	-24%	6%	5%	-7%	28%
NC(=O)CSCc1c(Cl)cccc1Cl	-1%	0%	7%	-9%	-25%	-9%	5%
COC(=O)c1ccc(C)c(NC(=O)Cc2ccc([N+](=O)[O-])cc2)c1	10%	·	-5%[10 µM]	-7%[9.22 µM]	1%	?	-1%
Cc1cc(C)cc(NC(=O)CSc2ccc(-c3cccs3)nn2)c1	7%	?	0%[10 µM]	-11%	-5%	?	-1%
O=C(Cn1nnc2ccccc21)c1cccc([N+](=O)[O-])c1	-7%	3%	21%[0.074 µM]	-11%	0%	5%	-1%
O=C(COc1ccccc1)NC1CCCc2ccccc21 (centres undefined)	-5%	11%	·	15%	-1%	1%	0%
O=C(CNC(=S)NC(=O)c1ccccc1)c1ccccc1	5%	0%	17%[10 µM]	0%	-2%	-14%	1%
CC(NCc1cc(Br)ccc1OCC(=O)NCc1ccccc1)c1ccccc1 (centres undefined)	6%	·	-23%	2%[9.22 µM]	2%	9%	?
NCCCC[C@@H]1NC(=O)c2cc([N+](=O)[O-])cc(F)c2NCCCC[C@@H](C(N)=O)NC(=O)[C@H](CCC(N)=O)NC1=O	7%	0%	·	5%	-7%	-4%	-3%[2.36 µM]
CCCCOc1ccc(C(=O)N/C(=C/C=C/c2ccccc2)C(=O)NC)cc1	-1%	?	·	-6%	2%	?	0%
Cc1cc2c(ncn2C)c(NS(=O)(=O)c2ccc(Cl)cc2)c1C	-4%	10%[46 µM]	-57%[inhibitor]	-5%	-3%	-7%	11%
C/C=C(\C)C(=O)NCCN1C2=NC[C@H](C)N2C[C@@H]1Cc1ccc(OC)cc1	-3%	·	-14%[10 µM]	-3%[9.22 µM]	-1%	·	6%
CCOC(=O)N/N=C(C)/C=C/c1ccco1	3%	-8%	6%[10 µM]	29%	-4%	3%	6%
Cc1ccc(NC(=O)Cc2nnc(SCC(=O)c3ccc(Br)cc3)n2C)cc1Cl	5%	9%	8%[10 µM]	?	-3%	-1%	-3%
Cc1ccc(NP(=O)(c2ccc(N(C)C)cc2NC(=O)c2cccs2)N2CCOCC2)cc1 (centres undefined)	6%	-5%	7%[10 µM]	7%	4%	-4%	2%
O=C1CCCN1CCCNC(=S)Nc1ccc(Br)cc1Cl	-20%	-4%[46 µM]	21%[10 µM]	5%[9.22 µM]	2%	?	-3%
Cc1ccc(S(=O)(=O)N(C)C)cc1NC(=O)Nc1ccccc1F	-2%	·	-37%[10 µM]	28%[9.22 µM]	3%	0%	0%
Cc1cc2c(cc1C)C(c1cccc([N+](=O)[O-])c1)CC(=O)N2 (centres undefined)	5%	?	9%[10 µM]	-14%	-2%	?	-6%
CCc1ccc(-c2nc(CN3CCCC(C(=O)O)C3)c(C)o2)cc1 (centres undefined)	-14%	1%	-11%	0%	-6%	0%	2%
Cc1ccc(CNC(=O)c2ccc(N3CCCC3=O)cc2)cc1	11%	-1%	10%	21%	5%	-10%	5%
COc1cccc(N2CC(C)Cn3c2nc2c3c(=O)n(CCN3CCOCC3)c(=O)n2C)c1 (centres undefined)	9%	-2%	-25%	11%	1%	3%	-3%

Three compounds from above, ordered by the value under CBFb RUNX1 block, falling:
Molecule	CBFb RUNX1 block
CCc1ccc(OCC(=O)Nc2cc(S(=O)(=O)CC)ccc2O)cc1	0%
COc1cccc(N2CC(C)Cn3c2nc2c3c(=O)n(CCN3CCOCC3)c(=O)n2C)c1 (centres undefined)	-3%
Cc1cc2c(cc1C)C(c1cccc([N+](=O)[O-])c1)CC(=O)N2 (centres undefined)	-6%

(next part)
SMILES	GAA glycogen mod	Lamin A splicing	HTT cytoprotect	HTT aggregate	aGlu spleen mod	GAA inhib	CBFb RUNX1 block
CCc1cc(C(=O)OC)c(NC(=O)CC2NCCNC2=O)s1 (centres undefined)	-9%	-5%	-16%	-2%	0%	-6%	-1%
CC(C)OCCCNC(=O)C(NC(=O)c1ccc(Cl)cc1)C(C)C (centres undefined)	5%	?	-28%	0%	1%	4%	10%
CS/C(Nc1cc(Cl)ccc1Cl)=C(/C#N)C(=O)c1ccco1	6%	·	-78%[inhibitor][10 µM]	4%[9.22 µM]	0%	-10%	2%
COc1ccc(-c2ncncc2-c2csc(C)n2)c(O)c1OC	1%	-3%	-7%	13%	-12%	2%	2%
COc1ccc(NC(=O)Nc2ccc(F)cc2)c(C)c1	6%	·	-12%	1%[9.22 µM]	0%	14%	2%
CCCCn1nc(C(=O)Nc2nc3c(s2)CCCC3)c2ccccc2c1=O	-5%	?	36%[10 µM]	-7%	-2%	-15%	-4%
O=C(NCc1ccco1)c1ccc(Oc2ccccc2)cc1	2%	?	-23%	-14%[9.22 µM]	1%	-2%	1%
Cc1ccc(CC(CC(=O)Nc2cccc(C(F)(F)F)c2)C(=O)O)cc1 (centres undefined)	-7%	·	-58%[inhibitor]	-15%	1%	-2%	-4%
CCC1(C)Cc2c(sc3nc(SC)nc(NCCN(C)C)c23)CO1 (centres undefined)	1%	-17%	-1%[10 µM]	-6%	-4%	-5%	5%
COC(=O)Cc1ccc(NC(=S)NCCSc2ccc(Cl)cc2)cc1	-9%	·	8%[10 µM]	3%[9.22 µM]	-1%	·	12%
Cc1nc(-c2ccccc2)sc1C(=O)CSc1ccc(Br)cc1	-12%	-11%	-17%[10 µM]	-2%	-6%	5%	15%
O=C(COC(=O)C1CCN(C(=O)Nc2ccccc2)CC1)NCC(F)(F)F	4%	5%[46 µM]	-10%	-19%	2%	3%	1%
Cc1nn(C)c(C)c1CNC(=O)/C=C/c1ccccc1F	13%	?	·	6%	1%	-9%	7%
CC1(C)CC(N=C2C([N+](=O)[O-])=CC=C3C2=NC2(CCCCC2)N3O)CC(C)(C)N1	7%	·	5%[10 µM]	3%[9.22 µM]	-7%	·	-8%
CCN(CC)S(=O)(=O)c1cc(NS(=O)(=O)c2cccc(C(=O)O)c2)ccc1C	-16%	-10%[46 µM]	-5%	-3%	-5%	-4%	2%
CC(C)c1ccc(NC(=O)C(c2ccccc2)N2CCN(C=O)CC2)cc1 (centres undefined)	4%	0%	-26%	-7%	1%	2%	-1%
CCOC(=O)Nc1ccc(NC(=O)c2c(OC)cccc2OC)cc1	-1%	-7%	-12%[0.074 µM]	1%	-4%	-5%	3%
CCn1c(N2CCN(C(=S)NCCc3ccccc3)CC2)nc2ccccc21	-7%	-1%	-36%	-22%	-4%	?	-3%
COc1ccc(NC(=O)Cn2c(=O)n(-c3ccccc3)c(=O)c3sccc32)c(OC)c1	-13%	·	·	-10%	-8%	-8%	6%
O=C(O)C1CCC(NSc2ccccc2[N+](=O)[O-])CC1 (centres undefined)	-5%	·	-10%[10 µM]	-9%[9.22 µM]	3%	·	-1%
CCCn1c(=O)c2ccccc2n2c(SCC(=O)NCc3cccs3)nnc12	-19%	6%	-18%	-7%	5%	-5%	-10%
CCC(C)N1C(=O)/C(=C/c2c(NCCCOC(C)C)nc3c(C)cccn3c2=O)SC1=S (centres undefined)	-1%	?	-43%[inhibitor]	?	-8%	-2%	-3%
COc1cc(/C=C2\SC(=S)NC2=O)ccc1OS(=O)(=O)c1ccccc1	-10%	?	11%[10 µM]	?	-2%	?	5%
CN(CC(=O)N1CCN(c2ccccn2)CC1)S(=O)(=O)c1cccc2nsnc12	-18%	7%	·	2%	-1%	0%	-4%
Nc1nonc1C(=O)N/N=C/c1ccc(-c2cccc(C(=O)O)c2)o1	-22%	-3%[46 µM]	-3%[10 µM]	16%	-12%	-7%	-16%
SMILES	GAA glycogen mod	Lamin A splicing	HTT cytoprotect	HTT aggregate	aGlu spleen mod	GAA inhib	CBFb RUNX1 block
Cc1oc(-c2cc3c(cc2Cl)OCO3)nc1CN1CCCC1c1ccc(F)cc1 (centres undefined)	16%	-7%[46 µM]	3%[10 µM]	20%[9.22 µM]	-3%	2%	-2%
Clc1ccc(-n2nnc(-c3cccnc3Cl)n2)cc1Cl	-3%	·	7%[10 µM]	-4%[9.22 µM]	-5%	·	-8%
O/N=C1\CCCc2ccc3ccccc3c21	3%	·	21%[10 µM]	15%[9.22 µM]	1%	·	2%
Cc1ccccc1OCC(=O)NNC(=O)C1CCCCC1C(=O)O (centres undefined)	-3%	0%	·	-4%	0%	0%	1%
CCc1nc(NC(=O)NS(=O)(=O)c2ccccc2C(=O)OC)nc(OC)n1	-10%	·	-35%[inhibitor]	12%	0%	1%	-8%
COc1ccc(/C=C(/NC(C)=O)C(=O)O)cc1	8%	-3%	5%	0%	6%	-1%	6%
COC(=O)c1c(C(=O)OC)c2cc(C)ccn2c1Cl	1%	9%	-7%	1%	13%	4%	6%
Cc1ccc(S(=O)(=O)N2CC3(C)CN(S(=O)(=O)c4ccc(C)cc4)CC(C)(C2)C3)cc1	0%	0%	6%	8%	0%	3%	0%
O=C(Nc1ccc(Oc2cccnc2)cc1)c1ccccc1F	6%	-1%	-14%	-21%	?	-4%	-1%
O=[N+]([O-])c1ccc(N2CCN(C(=S)Nc3cccc(F)c3)CC2)cc1	5%	?	-78%[inhibitor]	?	-5%	0%	-23%
COc1ccc(C(=O)Nc2cccc(-c3nc4ncccc4o3)c2C)cc1	3%	-17%	-20%	-13%	4%	0%	4%
CC(=O)Nc1ccc(Nc2c([N+](=O)[O-])c(=O)n(-c3ccccc3)c3ccccc23)cc1	-5%	7%[46 µM]	7%[10 µM]	0%[9.22 µM]	6%	4%	9%
Cc1no[n+]([O-])c1COc1ccccc1/C=N/n1nnnc1N	-1%	-7%	28%[10 µM]	11%	3%	1%	2%

Screening data deposited in PubChem by National Center for Advancing Translational Sciences (NCATS).
